# Peg3 promoter – Peg3 promoter-driven luciferase inhibitors, primary screen, cell-based, HeLa, luciferase luminescence. HeLa PEG-Prom luciferase reporter, overnight. inhibition, % at 20 µM. 360,000 tested, 1.7% active;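 active = inhibition of at least 50% at 20 µM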
# NR2E3 ag-1 – NR2E3 agonists in two-hybrid cells, primary screen, cell-based, luminescence, CHO-S, Gal4-NCOR/VP16-NR2E3; Photoreceptor-specific nuclear receptor (Homo sapiens), Q9Y5X4; luciferase; AID 602229, 2012; 360,000 tested, 0.35% active; inhibition of corepressor binding, % at 3.98 µM;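 active = inhibition above the mean of all tested compounds plus 3 SD, cut at about 70% in these data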;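 also: 0% = DMSO with NR2E3 transfected cells and 100% = cells lacking NR2E3 construct; higher means lower luciferase signal from less NR2E3 corepressor binding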
# Target sequence (Q9Y5X4 whole entry, looked up, the tested form may be a part): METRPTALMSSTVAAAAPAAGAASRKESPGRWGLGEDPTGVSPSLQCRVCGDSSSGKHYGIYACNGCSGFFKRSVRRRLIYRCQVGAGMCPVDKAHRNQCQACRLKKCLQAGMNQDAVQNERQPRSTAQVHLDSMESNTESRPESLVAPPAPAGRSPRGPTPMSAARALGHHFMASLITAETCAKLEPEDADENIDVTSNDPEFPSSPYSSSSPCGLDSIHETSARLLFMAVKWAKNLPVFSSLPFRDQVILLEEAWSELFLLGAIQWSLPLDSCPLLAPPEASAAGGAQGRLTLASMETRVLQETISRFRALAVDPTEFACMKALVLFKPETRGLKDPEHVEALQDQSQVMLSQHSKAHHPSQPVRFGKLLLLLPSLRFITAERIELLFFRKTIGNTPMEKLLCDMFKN
# CF NFkB block – inhibitors of PAF-induced NF-kB signaling, primary screen, cell-based, GFP fluorescence, uHTS. 360,000 tested, 0.86% active. AID 588850, 2011. inhibition, % at 5 µM. KKLEB NF-kB-GFP reporter, GFP fluorescence overnight;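 active = at least 50% inhibition at 5 µM, scaled per plate between neutral and stimulator controls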;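 also: PAF is a Pseudomonas aeruginosa culture filtrate used as stimulus; plate controls were PAF-stimulated DMSO wells for no effect and unstimulated DMSO wells for full effect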
# KKLEB tox – cytotoxicity in KKLEB CF airway cells, primary screen, cytotoxicity control for CF NF-kB inhibitor project, cell-based, uHTS, fluorescence assay plates. KKLEB CF airway cells viability, ATPlite luminescence, overnight; stronger effect = lower value; cells stimulated with P. aeruginosa culture filtrate. activity change (cytotoxicity), % at 5 µM. 360,000 tested, 0.36% active;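 active = corrected activity change at or below -50% at 5 µM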
# NR2E3 ag-2 – inhibitors of NR2E3-RetCOR corepressor binding, primary screen, NR2E3 agonist project, biochemical, TR-FRET, GST-NR2E3, biotin-RetCOR. 1536-well. inhibition of corepressor binding, % at 4.78 µM. 320,000 tested, 0.12% active. AID 2300, 2010;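 active = percent inhibition above the cutoff of mean plus 3 SD of all tested compounds, set per screening campaign, cut at about 20% in these data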;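 also: 0% = DMSO wells and 100% = biotin wells as full block of FRET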
#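 System: GST-tagged NR2E3 plus biotinylated RetCOR corepressor; Amount: 1.35 nM GST-tagged NR2E3 final; Dosing: single nominal compound dose of 4.8 µM; Schedule: 5 h incubation at 4 °C; Technique: TR-FRET with europium anti-GST and streptavidin-D2, 340 nm excitation; Controls: biotin wells as high control, 0.6% DMSO wells as low control.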
# HIF-2a block – HIF-2a reporter inhibitors, primary screen, luminescence, 786-0 RCC cells | 786-0 RCC cells HIF-2a reporter, luciferase luminescence, overnight | inhibition, % at 18.8 µM | 360,000 tested, 0.72% active;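 active = inhibition of the luminescence signal of 40% or more relative to plate controls, in a single-dose primary screen at 18.75 µM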
# Shn3 3UTR inh – reduction of Shn3 3'UTR firefly luciferase signal, primary screen, Schnurri-3 inhibitor project, cell-based, Clone20 osteoblasts, set 2; inhibition, % at 12.5 µM; Clone20 osteoblast Shn3 3'UTR firefly luciferase, 24 h; 360,000 tested, 0.52% active; AID 588674, 2011;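 active = mean inhibition of at least 75% with every replicate also reaching 75%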;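 also: 0% = median of neutral control wells and 100% = pilot-screen positive control compound; some compounds past the cut are filed as inactive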
# hiPSC survival – enhancers of single-cell hiPSC survival, primary screen, ATPlite luminescence; 100% = ROCK inhibitor wells, 0% = DMSO; AID 602274, 2012; survival enhancement, % at 20 µM; 360,000 tested, 0.044% active; in the data active = survival enhancement above about 18%;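 also: cells exposed to compounds for 16 hours before the ATP read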
# LMP1 NFkB inh – EBV LMP1-driven NF-kappaB luciferase reporter inhibitors, primary screen, cell-based, luminescence, single point; inhibition, % at 12.5 µM; LMP1-induced NF-kappaB luciferase reporter cells; 350,000 tested, 0.69% active; in the data active = inhibition above about 41%;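 also: 0% = neutral control wells and 100% = reference inhibitor control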
# TRAIL sens C8 – viability loss with TRAIL in NB7+C8 cells, primary screen, TRAIL sensitizer project, cell-based, ATPlite luminescence; 360,000 tested, 1% active; inhibition (viability loss, TRAIL sensitization), % at 10 µM;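 active = compounds causing at least 50% loss of cell viability in the single-dose screen, relative to plate controls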
# MITF TRPM1 inh – inhibitors of MITF-dependent TRPM1 promoter reporter, primary screen, cell-based, SK-MEL-5, single point, luciferase; inhibition, % at 12.5 µM; SK-MEL-5 TRPM1 promoter luciferase, 24 h; AID 488899, 2010; 330,000 tested, 0.83% active;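 active = mean inhibition across replicates of 60% or more, whatever share of single replicates reaches that level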; also: values of inactives mirror those of a sister screen read the other way
# * marks the source's active call; other numbers are inactive results; . = no result given. A portion of the library (hit frequency here may not be typical).
SMILES,Peg3 promoter,NR2E3 ag-1,CF NFkB block,KKLEB tox,NR2E3 ag-2,HIF-2a block,Shn3 3UTR inh,hiPSC survival,LMP1 NFkB inh,TRAIL sens C8,MITF TRPM1 inh
Cc1ccc(C(=O)Nc2ccc(N3CCCC3)cc2)cc1,-100,-102,-18,28,2,-190,-3,-1.7,-5,4,-33
O=C(Nc1nc(-c2nc3ccccc3s2)cs1)c1ccco1,-72,-88,-18,8,-161,-225,-52,0.5,-10,25,.
Cc1nc2ccccc2c(=O)n1NC(=O)Nc1ccccc1,-2,-22,17,1,1,2,3,-0.6,-6,-19,-7
O=C(NCc1ccco1)c1ccc2c(=O)n(CC3CCCO3)c(=S)[nH]c2c1 (centres undefined),-4,-7,3,-6,2,-9,29,-1.4,-6,11,8
Cn1nc(-c2ccccc2)c(-c2nc(-c3ccc(Cl)cc3)no2)c1Cl,-11,6,21,-9,-1,-7,4,-0.1,-1,9,-15
CC(C)OP(=O)(OC(C)C)C(Nc1ccccc1)c1cccc([N+](=O)[O-])c1 (centres undefined),8,-21,-12,15,1,8,20,-0.7,.,-15,.
CCOc1cc(C)c(Cl)cc1S(=O)(=O)N(CC)CC,19,-30,-4,5,3,16,-10,1.3,7,-1,1
COc1ccc(C(=O)CN2C3=NCCCN3c3ccccc32)cc1OC,16,13,5,4,0,19,11,-2.9,3,-3,8
CN(CC(=O)NCC1CCCO1)S(=O)(=O)c1cc(Cl)ccc1Cl (centres undefined),10,-17,-2,1,1,3,-5,-2.2,2,-7,16
O=C(/C(Br)=C/Nc1cc(Cl)ccc1Cl)C(F)(F)F,18,0,5,18,0,2,19,-0.4,-2,0,-9
CC1CCCCC1NC(=O)C1CCN(S(=O)(=O)c2cccc3nonc23)CC1 (centres undefined),3,2,-3,5,5,5,-3,1.4,3,-9,-5
O=C(NCC1CCCO1)c1cc([N+](=O)[O-])ccc1Cl (centres undefined),23,-13,8,-16,-1,4,-15,-0.4,-3,-3,4
CCc1cc(C(=O)N2CCCC(CNS(=O)(=O)c3cccs3)C2)n(C)n1 (centres undefined),1,13,9,2,10,0,-4,2.7,1,-2,5
Cc1ccc(S(=O)(=O)NCCOc2cc(C)ccc2C)cc1,12,-3,-8,3,2,2,3,-0.4,0,-11,11
CCOC(=O)C1C(C(=O)OC)=C(c2ccc(OC)cc2)c2ccc(OC)cc2N1S(=O)(=O)C(F)(F)F (centres undefined),2,1,22,-23,.,12,7,4.8,-5,3,5
CC(C(=O)N1CCOCCOCCOCC1)N1C(=O)c2ccccc2C1=O (centres undefined),19,-8,10,-1,4,13,-2,4.0,1,2,4
CCCCC(=O)Nc1cccc2c1C(=O)N(c1ccccc1)C2=O,-8,2,19,-7,1,-3,21,5.9,-8,-10,5
O=C(O)c1ccc(NS(=O)(=O)c2ccc3nnn(O)c3c2)cc1,13,-6,1,-5,5,11,-7,1.5,-4,-4,0
CC(C)c1cc(NCC2CCCO2)n2c(nc3ccccc32)c1C#N (centres undefined),29,-17,23,-16,3,25,14,3.8,4,-1,3
COC1(OC)C(/C=C/c2ccc(Cl)cc2)C(C#N)(C#N)C1(OC)OC (centres undefined),63*,43,57*,-60*,5,13,18,-2.5,-14,1,14
COc1ccc(SCCN2CC[C@@H](C(C)(C)C)CCC2=O)cc1,-66,-61,10,-11,3,-73,-2,-0.3,-3,9,-17
O=C(CN1CCN(C(=O)c2cccs2)CC1)NC1CCCCC1,-3,-26,12,-8,2,4,-6,0.2,-5,-5,-9
O=C(Nc1ccccc1)c1cc(S(=O)(=O)Nc2cccnc2)ccc1Cl,3,7,-28,4,2,6,11,-0.1,1,-7,-4
CC(=O)C1=C(O)C(CSCc2ccccc2)N(C)C1=O (centres undefined),-7,26,-9,-3,.,12,3,-0.5,0,-25,2
CC(C)c1ccc(/C=C/C(=O)N2CCCCCC2)cc1,-195,-11,-3,5,-1,-101,-4,-1.3,3,10,-42

# One compound at a time, from the list above. Values in the order: Peg3 promoter, NR2E3 ag-1, CF NFkB block, KKLEB tox, NR2E3 ag-2, HIF-2a block, Shn3 3UTR inh, hiPSC survival, LMP1 NFkB inh, TRAIL sens C8, MITF TRPM1 inh
# CC1CCCCC1NC(=O)C1CCN(S(=O)(=O)c2cccc3nonc23)CC1 (centres undefined) in the list: 3, 2, -3, 5, 5, 5, -3, 1.4, 3, -9, -5
# O=C(CN1CCN(C(=O)c2cccs2)CC1)NC1CCCCC1 in the list: -3, -26, 12, -8, 2, 4, -6, 0.2, -5, -5, -9
# Cc1ccc(C(=O)Nc2ccc(N3CCCC3)cc2)cc1 in the list: -100, -102, -18, 28, 2, -190, -3, -1.7, -5, 4, -33
# O=C(O)c1ccc(NS(=O)(=O)c2ccc3nnn(O)c3c2)cc1 in the list: 13, -6, 1, -5, 5, 11, -7, 1.5, -4, -4, 0

# The list continues.
SMILES,Peg3 promoter,NR2E3 ag-1,CF NFkB block,KKLEB tox,NR2E3 ag-2,HIF-2a block,Shn3 3UTR inh,hiPSC survival,LMP1 NFkB inh,TRAIL sens C8,MITF TRPM1 inh
CCOC(=O)Cn1cc(C(=O)OC)c2ccccc21,16,-13,14,-4,4,9,0,5.0,-1,-8,-2
COc1ccc(C(CNC(=O)c2cc(S(=O)(=O)N3CCCCC3)ccc2C)N2CCCC2)cc1 (centres undefined),-37,1,20,8,.,3,1,-0.1,1,-8,-7
Cc1ccc2oc(=O)n(CCCOc3ccccc3)c2c1,-186,-61,-2,-8,2,-165,-39,3.8,-29,-14,-72
NC(=O)c1ncn([C@@H]2O[C@H](CNCc3cc(Br)ccc3OCc3ccccc3)[C@@H](O)[C@H]2O)n1,1,-13,-1,-5,.,8,16,1.0,-8,-3,-6
CC(C)C[C@@H](CN1CCC[C@@H]1CN1C(=O)C(=O)NC[C@@H]1Cc1ccccc1)N1C[C@H](Cc2ccccc2)N(CC2CCCCCC2)C(=O)C1=O,55*,-15,0,10,.,80*,-15,0.5,16,20,7
Cc1ccc(NC(=S)NCc2ccc3c(c2)OCO3)cc1C,-18,-12,4,0,4,-76,2,-1.3,-2,-5,9
CCOC(=O)c1nn(-c2ccc(C)cc2)c(=O)cc1OCC(=O)Nc1cccc(OC)c1,13,-33,-12,1,-2,15,-17,0.2,-15,7,-7
Cc1ccc(N(CC(=O)N2CCN(c3ccc(F)cc3)CC2)S(=O)(=O)c2c(C)nn(C)c2C)cc1,12,6,-6,2,7,16,42,3.2,4,-4,.
Cc1ccc(CC2CC(=O)N(CCc3ccc4c(c3)OCO4)C2=O)cc1 (centres undefined),5,16,3,0,3,16,2,1.6,-3,12,1
CC1CCCN(C(=O)CCNS(=O)(=O)c2ccc(Br)cc2)C1 (centres undefined),15,6,5,3,-1,12,4,-0.5,0,-4,0
O=[N+]([O-])c1ccc(S(=O)(=O)Nc2ccc(-c3ccc(N4CCCC4)nn3)cc2)cc1,-76,-5,-6,-5,2,-52,-32,-0.2,-2,3,-2
C=CCOc1c(Br)cc(C2C3=C(CCCC3=O)N(C)C3=C2C(=O)CCC3)cc1OCC,11,1,29,-8,2,18,-13,0.2,3,11,-2
CCn1ncc(/C=N/N=C2\CCC3C4CCc5cc(O)ccc5C4CCC23C)c1C (centres undefined),-1,2,-18,0,-2,4,61,-2.4,8,10,10
O=C(Nc1ccc2ccccc2c1)c1ccccc1Cl,-277,-134,-51,9,.,-250,-67,-3.0,-26,39,.
CCSc1ncc(C#N)c(N)n1,7,-35,5,5,2,9,-7,2.3,10,-14,11
C=CCCCCCCCCC(=O)Nc1ncccn1,5,-16,7,-6,3,12,.,0.4,-5,-4,3
CCc1nnc(NC(=O)CSc2ccc(-c3ccc(C)cc3)nn2)s1,-224,-20,9,-3,0,-160,-26,-0.8,-23,42,-37
CS(=O)(=O)N1CCCC(C(=O)N2CCOCC2)C1 (centres undefined),1,-18,-8,7,1,21,-8,-2.0,-2,9,-11
COc1ccc(CN(CC2CCCO2)S(=O)(=O)c2ccc(-n3cnnn3)c(OC)c2)cc1 (centres undefined),11,-3,7,-1,6,11,-5,-0.9,-9,-1,2
Cc1ccccc1CSc1nnc(C)n1N,7,-12,11,7,1,-1,5,1.8,-1,4,-5
COc1cccc(C=NNc2nnc(NN=Cc3cccc(OC)c3OC)c3ccccc23)c1OC,-72,-15,-15,-10,.,-207,-23,-4.2,7,80*,-36
N#CCCN1CCN(S(=O)(=O)c2ccc(S(=O)(=O)N3CCOCC3)cc2)CC1,-2,-10,9,-9,3,3,-7,2.9,-1,-5,.
CCN1CCN(Cc2ccc(NC(=O)Nc3ccc(SC)cc3)cc2)CC1,-221,-43,12,9,1,-211,-18,1.6,-35,15,-64
Cc1cc(Cl)ccc1OCCCC(=O)NNC(=O)c1ccncc1,11,-20,-31,13,-1,9,-26,-0.4,-5,-5,-8
COC(=O)[C@@H]1CCCN1Cc1nc(Cc2ccccc2F)no1,12,-5,4,-2,0,11,-26,-0.8,-6,-3,12
# Following part.
SMILES,Peg3 promoter,NR2E3 ag-1,CF NFkB block,KKLEB tox,NR2E3 ag-2,HIF-2a block,Shn3 3UTR inh,hiPSC survival,LMP1 NFkB inh,TRAIL sens C8,MITF TRPM1 inh
CC(C)(C)c1ccc(C(=O)Nn2cnnc2)cc1,-5,-16,-19,8,4,-52,-15,-0.4,-21,-2,-12
CC(=O)c1ccc(N2CCN(S(=O)(=O)c3csc(C(N)=O)c3)CC2)cc1,-7,-41,-39,4,0,0,15,0.0,-1,-21,3
CCN(CC)C(=O)C(=O)c1cn(CC(=O)NCc2ccc3c(c2)OCO3)c2ccccc12,11,-16,-23,0,0,-1,-5,0.4,3,0,-7
COc1ccc(NC(=O)Cn2ccc3c(OC)cccc3c2=O)cc1,17,-11,-9,-7,-2,1,4,-0.3,-1,-6,-9
Cc1cc(C(=O)Nc2ccc3c(c2)OCCO3)ccc1[N+](=O)[O-],-45,-118,-6,4,1,-59,21,-0.8,4,24,9
CCOC(=O)N1CCN(C(=O)COC(=O)c2ccc(O)cc2O)CC1,7,-15,25,-3,3,6,-22,1.1,1,-1,10
COc1cccc(C(O)c2nc(/C=C/c3ccc(C(F)(F)F)cc3)cs2)c1 (centres undefined),5,3,-15,14,.,-15,-2,-1.0,.,-1,.
O=C(Nc1nc2ccccc2[nH]1)c1ccccc1[N+](=O)[O-],-133,-52,-8,16,0,-164,-44,0.8,-14,14,-42
Cc1ccc(C(=O)NCc2cccnc2)cc1S(=O)(=O)Nc1ccccc1,26,-21,-5,5,-2,12,5,-0.9,-3,11,9
Cc1ccc(CN2CC(N3CCN(C)CC3)CS2(=O)=O)cc1 (centres undefined),-12,-4,5,-1,.,1,-3,2.4,.,-9,.

# Screening results: PubChem BioAssay, several laboratories
